HTR2A ag: mouse Htr2a agonists via beta-arrestin recruitment, primary screen, cell-based, luminescence | 5-hydroxytryptamine receptor 2A (Mus musculus), P35363 | CHO-K1 mHTR2A beta-arrestin complementation; percent of 30 µM serotonin response | activation, % at 7.6 µM | 360,000 tested, 0.66% active | AID 624169, 2012;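 active = activation above a run cutoff, the mean activation of all tested compounds plus 3 SD, cut at about 14% in these data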;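 note: 0% = plate median of compound wells and 100% = 30 µM serotonin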
ABCB6 inh MLPCN: ABCB6 transporter inhibitors, primary screen, K562-ABCB6 cells, flow cytometry, MLPCN library; AID 602162, 2011; fluorescence ratio to DMSO, % at 10 µM; 360,000 tested, 0.19% active; K562-ABCB6 porphyrin accumulation, 1 h; hits give low values;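 active = fluorescence ratio to DMSO below 75%, the collection mean minus 3 SD; inconclusive = too few cells collected in the well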;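 note: signal is porphyrin accumulated inside mitochondria; 100% equals median channel fluorescence of DMSO control wells; lower ratio means ABCB6 inhibition with less porphyrin fluorescence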
Cardio protect: cardioprotection against H2O2-induced cell death, primary screen, uHTS, H9c2 cells, ATPLite luminescence | protection from H2O2 cell death, % at 20 µM | H9c2 cardiomyocytes, H2O2 injury protection, 2 h | 360,000 tested, 0.63% active;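 active = compounds giving at least 50% protection of heart cells from peroxide-induced death in the single-dose screen, raw or plate-pattern-corrected value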;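 note: 0% = DMSO wells with peroxide and 100% = DMSO wells without peroxide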
N-glyco inh: increase of ERlucT glycosylation luciferase signal, primary screen, N-linked glycosylation inhibitor project, D54 ERlucT cells, luminescence, set 2; D54 ERlucT glycosylation luciferase reporter, 24 h; percent of 100 nM tunicamycin response; reporter increase, % at 12.5 µM; 360,000 tested, 0.23% active; AID 588692, 2011;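 active = mean luciferase reporter signal, scaled so untreated is 0 and the glycosylation-blocking control 100, at or above a set limit in every replicate; inconclusive = mean reaches the limit but not every replicate does; inactive = mean below the limit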;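 note: luciferase carries N-glycosylation sites so blocking glycosylation raises the light; 0% = median of neutral control wells and 100% = median of 100 nM tunicamycin wells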
ABHD5-PLIN5 inh: ABHD5-PLIN5 interaction inhibitors, primary screen, cell lysate, split luciferase complementation, luminescence | Perilipin-5 (Homo sapiens) + 1-acylglycerol-3-phosphate O-acyltransferase ABHD5 (Homo … | Split G. princeps luciferase complementation, 4 h | inhibition, % at 4 µM | 360,000 tested, 0.78% active;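 active = inhibition above the mean inhibition across every tested compound plus 3 SD, cut at about 22% in these data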;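 note: 0% = DMSO only wells and the 100% control is not disclosed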
PDI turbidity: inhibitors of human PDI, primary screen, biochemical, turbidity, single point, plate reader | Protein disulfide-isomerase (Homo sapiens), P07237 | PDI insulin aggregation turbidity, A650, 90 min | inhibition, % at 10 µM | 350,000 tested, 0.052% active;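 active = mean inhibition across replicates of 30% or more, whatever share of single replicates reach that level; inconclusive = mean inhibition below 30% while every single replicate reaches 30%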;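 note: absorbance from insulin aggregation driven by PDI reduction with DTT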
Target sequence (P07237 whole entry, looked up): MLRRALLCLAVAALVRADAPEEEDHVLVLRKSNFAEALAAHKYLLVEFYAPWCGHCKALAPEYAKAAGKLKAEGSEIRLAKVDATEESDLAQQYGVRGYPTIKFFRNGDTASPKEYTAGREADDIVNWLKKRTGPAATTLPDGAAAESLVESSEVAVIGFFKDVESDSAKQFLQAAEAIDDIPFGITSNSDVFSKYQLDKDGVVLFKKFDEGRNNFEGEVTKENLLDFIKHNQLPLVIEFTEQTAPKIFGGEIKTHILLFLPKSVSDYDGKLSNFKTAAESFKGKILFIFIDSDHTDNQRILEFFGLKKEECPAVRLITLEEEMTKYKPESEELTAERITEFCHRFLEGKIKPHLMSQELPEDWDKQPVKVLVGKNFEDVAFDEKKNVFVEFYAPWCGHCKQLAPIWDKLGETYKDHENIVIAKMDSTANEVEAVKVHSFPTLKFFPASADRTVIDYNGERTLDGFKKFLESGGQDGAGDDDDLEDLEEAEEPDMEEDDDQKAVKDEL
Exocytosis inh: LAMP-1 surface exposure blockers, TALL-104 cells – cell-based, flow cytometry, MLPCN library, primary screen. TALL-104 LAMP-1 surface exposure; cells stimulated with thapsigargin and PMA. inhibition, % at 10 µM. 360,000 tested, 0.66% active. AID 651702, 2012;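 active = inhibition above about 55%, limit read from the data; inconclusive = no clear call, values can overlap the other calls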
MC4R antagonist: MC4R antagonists of cAMP signaling, primary screen, cell-based, TR-FRET, antagonist arm of biased-ligand search. Melanocortin receptor 4 (Homo sapiens), P32245. MC4R-expressing cells, MTII-stimulated cAMP, LANCE TR-FRET. inhibition, % at 6.5 µM. 360,000 tested, 0.48% active. AID 540295, 2011;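 active = inhibition above its plate's cutoff, the mean of tested wells on that plate plus 3 SD, cut at about 29% in these data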;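 note: 0% = Melanotan II alone and 100% = Melanotan II plus saturating MCL0020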
Target sequence (P32245 whole entry, looked up): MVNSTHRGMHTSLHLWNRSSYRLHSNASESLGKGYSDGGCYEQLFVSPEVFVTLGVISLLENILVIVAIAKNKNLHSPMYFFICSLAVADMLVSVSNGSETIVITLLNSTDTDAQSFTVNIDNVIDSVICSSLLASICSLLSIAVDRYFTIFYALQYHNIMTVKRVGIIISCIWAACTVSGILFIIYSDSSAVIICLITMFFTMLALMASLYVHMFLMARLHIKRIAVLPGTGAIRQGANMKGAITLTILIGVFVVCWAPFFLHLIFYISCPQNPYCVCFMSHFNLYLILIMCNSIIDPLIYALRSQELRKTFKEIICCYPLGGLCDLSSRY
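material = U2OS cells stably expressing human melanocortin 4 receptor (MC4R) | also added = Melanotan II challenge | dosing = single nominal compound dose of 6.5 µM | detection = TR-FRET with Eu-cAMP and labeled anti-cAMP, 671 nm | replication = singlicate | timing = compound 30 min, challenge 1 h, detection 1 h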
CaV13 FRET inh: Primary screen for inhibitors of IQ motif and Ca2+-dependent inactivation inhibitor domain binding in CACNA1D, Förster resonance energy transfer in living cells, …; HEK cells, CFP/YFP FRET ICDI-IQ, plate reader, 10 min; percent FRET-ratio fall versus neutral wells; inhibition, % at 12.3 µM; 340,000 tested, 0.098% active; AID 743397;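 active = mean replicate inhibition of at least 30% and at least 1% of replicates passing that level; inconclusive = only one of the two criteria is met; inactive = neither criterion is met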;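 note: 0% = median of the neutral control wells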
MC4R barr agon: MC4R agonists recruiting beta-arrestin, primary screen, cell-based, luminescence, agonist arm of biased-ligand search | Melanocortin receptor 4 (Homo sapiens), P32245 | U2OS MC4R beta-arrestin complementation; percent of melanotan II response, DMSO zero | activation, % at 8.9 µM | 360,000 tested, 0.98% active | AID 540308, 2011;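 active = activation above a per-plate cutoff, the mean activation of sample wells on that plate plus 3 SD, cut at about 8% in these data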
An asterisk follows results filed as active; ? = inconclusive; . = not tested or not shown.

SMILES	HTR2A ag	ABCB6 inh MLPCN	Cardio protect	N-glyco inh	ABHD5-PLIN5 inh	PDI turbidity	Exocytosis inh	MC4R antagonist	CaV13 FRET inh	MC4R barr agon
COc1cc(CNc2ccc(N3CCN(C(C)=O)CC3)cc2)ccc1OCc1ccccc1	-2	93	-16	5	4	-4	-4	6	1	1.9
COc1ccc(NC(=O)C2Cc3c(-c4ccc(NC(C)=O)cc4)ccnc3O2)cn1 (configuration not stated)	2	102	16	14	5	3	-2	-8	-7	-0.4
C=CCn1c(COc2ccccc2C)nnc1SCC(=O)O	-2	94	-3	2	4	-1	5	1	-5	0.7
COc1cc(OC)cc(C(=O)N2CCC(C(=O)c3ccc(F)cc3)CC2)c1	-6	98	9	-1	-5	8	-5	0	-22	0.3
Cn1c2c(c3ccccc31)CCSC2=O	-2	87	3	-3	-4	-7	-2	-2	-6	1.0
CNC(=O)c1ccccc1Sc1ccccc1CO	1	95	3	0	3	-1	2	5	-4	-0.6
CCN(CC)C(=O)CSc1nc(-c2ccco2)cc(C(F)(F)F)c1C#N	5	97	-6	-1	7	-3	5	6	-3	-0.3
C[C@H](CO)N1C[C@H](C)[C@H](CN(C)C(=O)Nc2ccc3c(c2)OCO3)Oc2ncc(Br)cc2C1=O	2	100	-1	2	8	2	18	4	-7	0.1
Cc1ccc(C2/C(=C(/O)c3ccc(Br)cc3)C(=O)C(=O)N2Cc2ccco2)o1 (configuration not stated)	0	103	6	-2	23*	16	0	7	.	-1.1
CC(=O)c1ccc(N(C(=O)c2csnn2)C(C(=O)NC(C)(C)C)c2cccs2)cc1 (configuration not stated)	2	99	-2	-1	-4	0	0	8	-5	0.7
CN1CCN(NC(=O)Nc2ccc(F)cc2)CC1	15*	96	3	1	-3	2	-3	-4	-4	-1.6
Cc1ccccc1C(=O)N1CCN(CCNC(=O)C(=O)Nc2ccc(Br)cc2)CC1	-1	96	-1	-2	6	12	-1	6	.	-1.2
CCn1c(C)nc2cc(S(=O)(=O)C(F)(F)F)ccc21	1	106	-29	-1	3	-6	2	6	-5	-2.4
CC(=O)c1ccc(Nc2nc(=O)c3cccnc3s2)cc1	3	103	15	1	5	14	1	2	.	-2.4
COc1cc([N+](=O)[O-])ccc1NC(=S)NNC(=O)c1ccc2c(c1)OCO2	1	102	6	.	-6	0	3	-2	.	-2.6
O=C(O)C(O)c1ccco1 (configuration not stated)	2	100	2	1	5	-4	3	5	.	-2.7
O=C1/C(=C\c2ccc(-c3ccccc3[N+](=O)[O-])o2)C(c2ccccc2)=NN1c1ccccc1	-4	99	-11	-2	-11	0	0	-1	-8	-2.0
COc1ccc(OC)c(NC(=O)C2(C)CCN2Cc2cccc(OC)c2F)c1 (configuration not stated)	2	90	-2	-6	7	7	1	12	-5	2.8
O=C(O)c1ccccc1SC1CC(=O)N(c2cccc3ccccc23)C1=O (configuration not stated)	6	89	12	3	7	-3	43	-1	-4	-0.7
CCN(C(=O)COC(=O)Cc1coc2cc(C)ccc12)c1c(N)n(Cc2ccccc2)c(=O)[nH]c1=O	3	95	-2	3	-6	4	-1	7	-6	3.4
CCNS(=O)(=O)c1ccc(CCC(=O)N2CCN(c3ccccc3)CC2)cc1	6	100	4	2	-4	11	1	13	-6	-0.5
Cc1c(C(=O)N2CCC2)oc2ccc(Br)cc12	4	100	6	-3	9	6	8	10	-6	1.2
CCOC(=O)c1ccccc1NC(=O)CSc1nccn1C	4	106	-9	1	-10	-1	1	1	.	0.5
O=c1ccc2ccc(Oc3ccc([N+](=O)[O-])cc3Cl)cc2o1	-2	125	16	-2	-2	-1	-4	-3	.	-0.4
c1ccc(CSc2nnc(NC3CCCCC3)s2)cc1	-1	97	-11	-3	-2	-11	0	0	-6	-0.5
CCCc1cc(C(=O)Nc2cccc([N+](=O)[O-])c2)cs1	-7	95	-13	-3	-4	8	8	9	-10	1.9
COc1ccc(NC(=O)CN(C)C(=O)CSCC(=O)Nc2ccc(C)cc2)cc1	1	99	-1	1	-12	-4	-2	5	-3	-1.3
O=C(/C=C/c1ccco1)Nc1cccc2cccnc12	9	112	25	1	13	3	0	26	-23	-1.9
O=[N+]([O-])c1ccc(NC(=S)N2CCN(c3ccccn3)CC2)cc1	4	98	-12	2	-13	-1	2	-1	-69	-0.9
Cc1ccc(Cl)cc1N1CCN(Cc2cc3c(cc2O)CCC3)CC1	-4	92	-9	-3	0	6	1	7	-3	-0.8
CO/N=C/c1ccc(Sc2ccccc2)c([N+](=O)[O-])c1	8	102	-12	-3	1	-17	1	-5	-5	1.8
c1coc(CNc2nc3ccccc3s2)c1	0	97	-9	-4	0	14	-14	9	-4	-1.4
COc1cc(S(=O)(=O)Nc2ncccc2C)c(OC)cc1Cl	3	96	21	1	4	-16	0	-3	-5	3.2
Clc1ccc(OCCCN2CCCC2)cc1Cl	-4	100	29	-2	4	3	-4	12	-7	1.2
CCCCCN1CC(O)=C(c2nc(-c3ccc(Cl)cc3)cs2)C1=N	0	101	4	0	-6	0	-1	5	-4	-0.2
CCCN1CCC(C)(C(=O)Nc2ccccc2Oc2ccccc2)C1 (configuration not stated)	-6	95	-2	-4	1	2	-4	3	-5	0.6
C=CCN(CC(=O)c1sc(C(=O)OCC)nc1C)c1cccc(Br)c1	3	97	1	0	3	-2	-5	10	-4	-0.7
Cn1nc(C(=O)NNC(=O)CCc2ccccc2Cl)c2ccccc2c1=O	2	99	2	3	1	5	2	3	-2	-0.4
CCc1nc2ccc(C(=O)N(CC)CCN(C)C)cn2c1N(C)C(=O)C1CCCCC1	7	98	-1	1	2	0	-1	3	-5	-1.6
Cc1ccc(NC(=O)/C=C/C(=O)O)c(NC(=O)c2ccccc2)c1	-3	97	2	0	0	5	-1	5	-5	-0.3
COc1cc2c(cc1OC)-c1cc(NC3CCCCCC3)nc(=O)n1CC2	3	100	-3	1	2	-9	-2	-17	.	2.6
COc1ccc(CN2CCNC(=O)C2CC(=O)N2CCCO2)c(OC)c1 (configuration not stated)	2	101	-1	0	-1	8	1	9	-5	-1.6
CCOC(=O)NCc1ccccc1	6	101	-1	1	-4	-3	-4	10	.	0.6
CCCC1(C(=O)O)NC(c2ccc(OC)cc2O)C2C(=O)N(c3ccc(OC)cc3)C(=O)C21 (configuration not stated)	2	99	0	-1	2	0	-2	13	5	-0.7
Cc1csc(SCC(=O)NCCc2ccc(Cl)cc2)n1	0	99	6	1	-6	-18	-1	3	-19	-3.3
Cc1cccc(NC(=O)c2cc(Cl)sc2Cl)c1C	4	102	4	2	-3	-11	-14	1	-13	3.3
Cc1c(Br)c(C(F)(F)F)nn1CC(=O)NCC1CCCO1 (configuration not stated)	-1	100	8	3	-4	-2	-3	11	-9	0.6
COc1cc(C(=O)N2CCN(c3ccccc3Cl)CC2)ccc1OCC(=O)N1CCOCC1	-7	99	-1	1	-5	-1	-6	14	-6	-1.4
CCC(C(=O)OCC(=O)Nc1ccc(F)cc1)c1ccccc1 (configuration not stated)	-1	92	0	1	-12	1	-2	11	-3	-0.8
Cc1occc1C(=O)Nc1nn[nH]n1	4	98	11	1	-5	-9	0	3	-5	-0.3
CCCC(=O)NC(c1ccc(N(C)C)cc1)c1ccc2cccnc2c1O (configuration not stated)	1	102	29	-11	20	1	5	0	-5	-0.6
CC12CC3CC(C)(C1)CC(C(=O)NCc1cccnc1)(C3)C2	4	94	-9	0	6	-11	-2	-5	2	1.2
Cc1cccc(-c2sc(Nc3ccccc3)n[n+]2-c2ccccc2)c1	1	100	-6	1	-2	-4	-5	12	-4	0.1
Fc1ccccc1C(c1nnnn1Cc1ccc2c(c1)OCO2)N1CCN(Cc2ccco2)CC1 (configuration not stated)	-5	99	2	-2	2	8	0	1	-5	1.8
CN(C)CCN1C(=O)C(=O)/C(=C(/O)c2ccccc2)C1c1ccccc1F (configuration not stated)	-4	106	-7	0	-6	5	1	-3	-5	-1.9
CCOC(=O)c1c(N)nn(C(=O)CC)c1-c1ccccc1	-1	98	-3	-2	-1	-2	0	-2	-4	-2.0
Cc1ccc(Nc2nc(NCCO)nc(N3CCCC3)n2)cc1	-1	95	1	5	9	-3	-3	-3	-5	-1.6
CCOC(=O)/C=c1/s/c(=C/c2ccc3cc(OC)ccc3c2)c(=O)n1CC(=O)NCc1ccc2c(c1)OCO2	1	93	5	-3	-4	3	-2	1	-12	-1.2
NC(=O)NC[C@@H]1CC[C@@H](Cc2ccc(-c3ccccc3)cc2)O1	-5	102	-17	-2	8	-6	-1	2	.	-1.8
Cc1nc2ccc(NC(=O)c3ccc([N+](=O)[O-])cc3)cc2s1	2	98	0	-2	5	5	1	7	-4	-0.5

Profiles, quoted from the list. Order of values: HTR2A ag	ABCB6 inh MLPCN	Cardio protect	N-glyco inh	ABHD5-PLIN5 inh	PDI turbidity	Exocytosis inh	MC4R antagonist	CaV13 FRET inh	MC4R barr agon
Cc1occc1C(=O)Nc1nn[nH]n1 as listed: 4	98	11	1	-5	-9	0	3	-5	-0.3
CC12CC3CC(C)(C1)CC(C(=O)NCc1cccnc1)(C3)C2 as listed: 4	94	-9	0	6	-11	-2	-5	2	1.2

Next structures.
SMILES	HTR2A ag	ABCB6 inh MLPCN	Cardio protect	N-glyco inh	ABHD5-PLIN5 inh	PDI turbidity	Exocytosis inh	MC4R antagonist	CaV13 FRET inh	MC4R barr agon
COc1ccccc1NC(=O)C(C)OC(=O)CCC1CCCCC1 (configuration not stated)	7	95	-11	1	1	-5	-1	-1	.	1.5
O=C1C(=C2CCCCC2)SC(=S)N1Cc1ccco1	-3	99	14	-2	6	2	-4	6	-5	-1.0
COc1cccc(N2CCN(C(=O)C3CCCN(S(=O)(=O)c4ccc5c(c4)oc(=O)n5C)C3)CC2)c1 (configuration not stated)	6	91	-8	0	-4	12	0	1	-2	-1.5
Cc1cccc(NC(=O)CN(C)S(=O)(=O)c2ccc(Br)cc2)n1	9	104	4	0	2	15	-2	-5	-8	-1.5
O=C(O)C1CCCCC1C(=O)Nc1cnn(Cc2ccccc2)c1 (configuration not stated)	2	90	6	3	-2	5	-3	0	.	0.0
O=C1/C(=C\c2ccc(O)cc2)CCC1CNc1ccc(Cl)cc1 (configuration not stated)	-1	99	-21	10	24*	?	43	-33	-7	-0.3

Rows were taken by chance, and some 4.2% of all compounds hit somewhere here.
